KDM4C inh: inhibitors of GASC-1 (KDM4C) histone demethylase, primary screen, biochemical, single concentration HTS | GST-KDM4C 2-372, H3K9me3 peptide, LANCE TR-FRET | AID 720574, 2013 | inhibition, % at 12.5 µM | 96,000 compounds, 0.15% hits;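 active means mean replicate inhibition above about 25%, with at least 55% of replicates also reaching it, limit read from the data, passing the limit was not always enough; inconclusive means only one of those two conditions met; inactive means neither condition met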
Target sequence (Q9H3R0 2-372 limits assumed): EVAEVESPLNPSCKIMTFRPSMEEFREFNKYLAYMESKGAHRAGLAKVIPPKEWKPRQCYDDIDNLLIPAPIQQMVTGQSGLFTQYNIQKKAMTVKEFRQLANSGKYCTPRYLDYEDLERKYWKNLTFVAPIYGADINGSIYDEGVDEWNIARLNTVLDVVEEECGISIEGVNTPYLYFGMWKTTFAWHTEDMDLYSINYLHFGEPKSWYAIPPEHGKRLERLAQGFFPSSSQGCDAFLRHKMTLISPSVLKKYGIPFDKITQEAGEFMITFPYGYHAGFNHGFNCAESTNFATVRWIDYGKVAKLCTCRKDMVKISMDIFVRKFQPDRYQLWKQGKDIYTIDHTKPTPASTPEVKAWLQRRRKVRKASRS
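Test system: N-terminal GST-fused human GASC-1 (KDM4C) fragment, residues 2-372; quantity: GASC-1 enzyme at 10 nM final in reaction; dosing: single dose; schedule: 30 min demethylation and 1 h detection at room temperature; signal: LANCE TR-FRET, excitation 340 nm, emissions 618 and 671 nm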
T cruzi growth: T. cruzi intracellular proliferation inhibitors, primary screen, cell-based, beta-gal Tulahuen parasites, NIH3T3 host, luminescence; 77,000 compounds, 5.9% hits; T. cruzi beta-gal in NIH3T3, GalScreen luminescence, 90 h; inhibition, % at 8.34 µM; AID 624255, 2012;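 active means mean inhibition above about 93%, with at least 55% of replicates each passing it, limit read from the data, passing the limit was not always enough; inconclusive means only one of those two conditions holds; inactive means neither condition holds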
Pf Dd2 inh: P. falciparum Dd2 growth inhibitors, primary screen, SYBR Green fluorescence, single dose replicates; 72 h; hits give low values; activity change, % at 10 µM; 94,000 compounds, 2.3% hits; AID 1159554, 2015; in the data active means activity change below about -80%; inconclusive means no clear call, values can overlap the other calls
C diff HTS: C. difficile growth inhibitors, primary screen, HTS; Clostridium difficile clinical isolate growth, OD600, 24 h; hits give low values; growth activity, negative = inhibition, % at 16 µg/mL (by protocol); 86,000 compounds, 0.25% hits;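 active means mean growth activity at or below -80% and every replicate also at or below -80%; inconclusive means mean at or below -80% but some replicate above -80%; inactive means mean growth activity above -80%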;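 further: 0% = DMSO wells and -100% = levofloxacin 16 µg/mL wells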
* hit, by the source's call; u = inconclusive; x = no result given; & = joins results of further samples.

SMILES | KDM4C inh | T cruzi growth | Pf Dd2 inh | C diff HTS
COc1ccc2c3c(n(C)c2c1)[C@@H](CO)N(Cc1ccc2c(c1)OCO2)CC31CN(C(=O)C2CC2)C1 | 1.3 | x | -33 | -9
COc1ccc(S(=O)(=O)N(C)C[C@H]2Oc3ccc(NC(=O)NC(C)C)cc3C(=O)N([C@H](C)CO)C[C@@H]2C)cc1 | 0.6 | -8 | -25 | -3
COc1ccc(CN(C)C[C@@H]2Oc3c(NS(=O)(=O)c4cn(C)cn4)cccc3C(=O)N([C@H](C)CO)C[C@@H]2C)cc1 | 2.0 | 9 | 9 | -5
CN(C)CC(=O)Nc1ccc2c(c1)[C@@H]1C[C@H](CC(=O)NC3CCCCC3)O[C@H](CO)[C@@H]1O2 | -1.4 | -6 | 30 | x
C[C@@H]1CN([C@H](C)CO)C(=O)Cc2cc(NS(=O)(=O)c3cn(C)cn3)ccc2O[C@@H]1CN(C)CC1CCCCC1 | -0.7 | 40 | -25 | -12
CNC(=O)C[C@H]1CC[C@H]2[C@@H](COC[C@H](O)CN2Cc2ccc(Cl)c(Cl)c2)O1 | 6.6 | 93 | 25 | 2&-1
N#C[C@H]1[C@H](c2ccc(C#CCC3CCCC3)cc2)[C@H](CO)N1C(=O)CN1CCOCC1 | -2.6 | 83 | -13 | -4
COc1ccc(C#Cc2ccc([C@@H]3[C@H]4CN(C(=O)Nc5cccc(F)c5)CCCCN4[C@H]3CO)cc2)cc1 | -1.5 | 68 | -51 | 53
C[C@H]1CCCCO[C@@H](CN(C)C(=O)C2CCCCC2)[C@@H](C)CN([C@@H](C)CO)C(=O)c2cc(NC(=O)NC3CCCCC3)ccc2O1 | -0.1 | 89 | -82* | -6
CCC(=O)N1C[C@H](C)[C@@H](OC)CN(C)C(=O)c2cc(NC(=O)c3cc(C)on3)ccc2OC[C@H]1C | -2.0 | 7 | x | x
C[C@@H]1CN([C@@H](C)CO)C(=O)c2cc(NC(=O)Nc3ccc(F)cc3)ccc2O[C@@H](C)CCCCO[C@@H]1CN(C)C(=O)CCCN(C)C | 1.2 | -20 | 2 | -6
Cc1noc(C)c1NC(=O)Nc1ccc2c(c1)C(=O)N(C)[C@@H]1CC[C@H](CC(=O)N(C)C)O[C@H]1CO2 | 0.5 | 3 | 1 | -4
C[C@H](CO)N1C[C@H](C)[C@H](CN(C)S(=O)(=O)c2ccc(Cl)cc2)Oc2ccc(N(C)C)cc2CC1=O | -0.4 | x | -51 | 10
C[C@H](NC(=O)C[C@@H]1C[C@@H]2c3cc(NC(=O)NC4CCCC4)ccc3O[C@@H]2[C@H](CO)O1)c1ccccc1 | -1.7 | 29 | -9 | x
C[C@H](CO)N1C[C@H](C)[C@H](CN(C)Cc2ccc(C(F)(F)F)cc2)Oc2ccc(NS(=O)(=O)c3ccc(Cl)cc3)cc2C1=O | -2.1 | 127* | -11 | 24
O=C(C[C@H]1CC[C@@H]2[C@H](COC[C@@H](O)CN2CCC(F)(F)F)O1)N1CCC(Cc2ccccc2)CC1 | 0.5 | u | -2 | -8&-8
CO[C@H]1CN(C)C(=O)c2cc(NC(=O)Cc3ccccc3)ccc2OC[C@H](C)N(C(=O)c2ccccc2F)C[C@@H]1C | -2.6 | -37 | -44 | x
C[C@H](CO)N1C[C@H](C)[C@H](CN(C)CC2CC2)OCCCC[C@H](C)Oc2ccc(NC(=O)c3ccncc3)cc2C1=O | 0.4 | 30 | -7 | -1
C[C@H](CO)N1C[C@H](C)[C@@H](CN(C)Cc2cncnc2)Oc2ncc(C#CC(C)(C)O)cc2C1=O | -4.2 | 56 | 11 | 1
CS(=O)(=O)N1CC(=O)N2[C@H](C1)[C@H](c1ccc(C#CCc3ccccc3)cc1)[C@@H]2CO | -2.9 | x | -30 | -8
COc1ccc(C#Cc2ccc([C@H]3[C@@H](CO)N4C(=O)CN(C(=O)c5ccccc5)C[C@@H]34)cc2)cc1 | 0.0 | x | -23 | 1
C[C@H]1CN([C@@H](C)CO)C(=O)c2cc(C#CCC3CCCC3)cnc2O[C@@H]1CN(C)S(=O)(=O)c1cccs1 | -0.9 | x | -36 | -1
CCCNC(=O)N1CC2(CCN(CC3CCCC3)CC2)c2c(n(C)c3cc(OC)ccc23)[C@@H]1CO | 2.0 | x | -16 | 4
Cc1noc(C)c1S(=O)(=O)Nc1ccc2c(c1)C(=O)N([C@@H](C)CO)C[C@H](C)[C@H](CN(C)Cc1ccc3c(c1)OCO3)O2 | 1.1 | -118 | -17 | 2
C[C@H]1CN([C@@H](C)CO)C(=O)c2cccc(NC(=O)c3ccc(-c4nccs4)cc3)c2O[C@@H]1CN(C)C(=O)Nc1ccc(C(F)(F)F)cc1 | -8.0 | 52 | -1 | x

The listing continues:
SMILES | KDM4C inh | T cruzi growth | Pf Dd2 inh | C diff HTS
COc1ccccc1NC(=O)N[C@@H]1CC[C@H](CCn2cc(-c3ccccc3)nn2)O[C@@H]1CO | 0.6 | 55 | -34 | -6
Cc1ccc(S(=O)(=O)Nc2ccc3c(c2)C(=O)N([C@H](C)CO)C[C@H](C)[C@H](CN(C)C(=O)Nc2ccccc2)OCCCC[C@@H](C)O3)cc1 | -0.8 | -47 | -2 | x
CNC[C@H]1Oc2ccc(NC(=O)Nc3ccc(OC)cc3)cc2C(=O)N([C@@H](C)CO)C[C@H]1C | 8.7 | 23 | 10 | -1
C[C@H]1CN([C@@H](C)CO)C(=O)c2cccc(NC(=O)c3nc4ccccc4s3)c2O[C@@H]1CN(C)S(=O)(=O)c1ccccc1 | -0.3 | 50 | -81* | -2
CC(=O)N(C)C[C@H]1Oc2cc(-c3ccc(C)cc3)ccc2S(=O)(=O)N([C@@H](C)CO)C[C@@H]1C | -2.4 | 99 | -5 | -12
COc1ccccc1CNC(=O)C[C@H]1C[C@@H]2c3cc(NC(=O)c4ccc5c(c4)OCO5)ccc3O[C@@H]2[C@H](CO)O1 | 0.6 | 26 | -4 | -2
C[C@H]1CN([C@@H](C)CO)C(=O)Cc2cc(NC(=O)c3ccncc3)ccc2O[C@@H]1CN(C)C(=O)Nc1ccc2c(c1)OCO2 | 1.4 | 33 | -10 | -6
N#C[C@@H]1[C@H](c2ccccc2-c2ccccc2)[C@@H](CO)N1c1ncc(-c2ccccc2)s1 | -4.3 | x | -4 | -12
C[C@H]1CN([C@@H](C)CO)C(=O)c2cc(NC(=O)Cc3cn(C)c4ccccc34)ccc2O[C@H]1CN(C)S(=O)(=O)c1cn(C)cn1 | 1.0 | 23 | -7 | x
COCCNC(=O)C[C@H]1CC[C@H]2[C@@H](COC[C@H](O)CN2C(=O)Nc2ccc3c(c2)OCO3)O1 | 2.9 | -4 | 20 | -2&-4
COc1ccccc1CN(C)C[C@@H]1OCc2ccccc2-c2c(n(C)c3ccccc23)C(=O)N([C@@H](C)CO)C[C@H]1C | 0.7 | x | -58 | -7
CCCN(C)C[C@H]1OCCCC[C@H](C)Oc2ccc(NC(=O)CCC(F)(F)F)cc2C(=O)N([C@@H](C)CO)C[C@H]1C | 2.2 | 14 | -77 | 3
C/C=C/c1ccc2c(c1)O[C@H](CN(C)S(=O)(=O)c1ccc(C)cc1)[C@H](C)CN([C@H](C)CO)S2(=O)=O | -1.8 | 117* | -11 | 4
C[C@H](CO)N1C[C@H](C)[C@H](CN(C)Cc2ccc(C(F)(F)F)cc2)Oc2c(NC(=O)C3CC3)cccc2C1=O | 0.6 | 12 | 11 | 10
COc1ccc(NC(=O)N(C)C[C@@H]2Oc3ccc(NC(=O)C4CCCCC4)cc3C(=O)N([C@H](C)CO)C[C@@H]2C)cc1 | -1.2 | 25 | -4 | 4
C[C@@H]1CN([C@@H](C)CO)C(=O)c2cccc(NC(=O)C3CCCCC3)c2O[C@H]1CN(C)S(=O)(=O)c1cccs1 | 0.6 | -12 | -56 | 11
O=C(NC1CCCC1)N1CC(=O)N2[C@@H](CO)[C@H](c3ccc(-c4cccnc4)cc3)[C@@H]2C1 | -2.1 | x | 23 | -4
C[C@H](CO)N1C[C@H](C)[C@H](CN(C)C(=O)Nc2ccc3c(c2)OCO3)Oc2ccc(NC(=O)Cc3cn(C)c4ccccc34)cc2C1=O | -0.5 | -204 | -31 | 6
C/C=C/c1cnc2c(c1)C(=O)N([C@H](C)CO)C[C@@H](C)[C@@H](CN(C)C(=O)c1cccnc1)O2 | -0.7 | 34 | 23 | 0
CO[C@H]1CC[C@@H]2CCOc3c(C#N)cccc3C(=O)N(C)CC3(CCCCC3)CC(=O)N(C)C[C@H]1O2 | -0.4 | 29 | -65 | x
C[C@H]1CN([C@@H](C)CO)C(=O)c2cc(NC(=O)Cn3cnnn3)ccc2O[C@@H]1CN(C)S(=O)(=O)c1cn(C)cn1 | -1.6 | 24 | 31 | x
C[C@H](CO)N1C[C@H](C)[C@H](CN(C)Cc2ccccc2)Oc2c(NC(=O)C3CCCCC3)cccc2C1=O | -1.1 | 48 | 7 | 6
CO[C@@H]1CN(C)C(=O)c2ccc(NC(=O)Nc3cccc(F)c3)cc2OC[C@@H](C)NC[C@@H]1C | -1.3 | 41 | 17 | x
O=C(Nc1ccc(Cl)c(Cl)c1)N[C@H]1CC[C@H](CCn2cc(C3CC3)nn2)O[C@H]1CO | -0.4 | x | -68 | -2
CCCNC(=O)Nc1ccc2c(c1)OC[C@H](C)N(CCC(F)(F)F)C[C@H](C)[C@H](OC)CN(C)C2=O | 2.0 | 77 | 1 | x

Following part:
SMILES | KDM4C inh | T cruzi growth | Pf Dd2 inh | C diff HTS
CCS(=O)(=O)N1CC2(CN(CC3CCOCC3)[C@H](CO)c3c2c2ccc(OC)cc2n3C)C1 | -1.0 | x | -48 | 28
C[C@@H]1CN([C@H](C)CO)C(=O)Cc2cc(NC(=O)Nc3ccccc3)ccc2O[C@H]1CN(C)Cc1ccc2c(c1)OCO2 | 4.7 | 9 | -5 | -9
C[C@H](NC(=O)C[C@@H]1C[C@@H]2c3cc(NS(=O)(=O)c4ccc(F)cc4)ccc3O[C@@H]2[C@H](CO)O1)c1ccccc1 | -0.7 | 88 | -17 | -7
CNC[C@H]1OCCCC[C@@H](C)Oc2ccc(NC(=O)Nc3ccccc3)cc2C(=O)N([C@@H](C)CO)C[C@@H]1C | -0.7 | 55 | x | 1
CO[C@@H]1CN(C)C(=O)c2cc(NC(=O)C3CCCC3)ccc2OC[C@@H](C)N(C(=O)Nc2ccc(C(F)(F)F)cc2)C[C@H]1C | 0.7 | 4 | x | x
C[C@@H]1CN([C@@H](C)CO)S(=O)(=O)c2ccc(C3=CCCCC3)cc2O[C@@H]1CN(C)Cc1cccc(C(=O)O)c1 | -1.0 | 24 | 30 | -3
O=C(Cc1ccccc1)N1CC[C@@H]2[C@@H](CO)Nc3ccc(Br)cc3[C@@H]21 | -1.4 | 38 | 9 | 6
CC(C)NC(=O)Nc1ccc2c(c1)CC(=O)N([C@@H](C)CO)C[C@H](C)[C@@H](CN(C)Cc1ccc(C(F)(F)F)cc1)O2 | 0.5 | x | -24 | -1
Cc1noc(C)c1S(=O)(=O)Nc1ccc2c(c1)C(=O)N([C@H](C)CO)C[C@H](C)[C@@H](CN(C)Cc1ccc(C(F)(F)F)cc1)OCCCC[C@@H](C)O2 | -0.1 | 96* | 11 | x
CC(=O)N(C)C[C@@H]1Oc2cc(-c3cccnc3)ccc2S(=O)(=O)N([C@@H](C)CO)C[C@H]1C | -0.7 | -191 | 35 | -3
O=C(Nc1cccc(Cl)c1)N1C[C@@H]2[C@H](c3ccccc31)[C@H](CO)N2CC1CCOCC1 | -3.3 | 68 | 1 | 2
O=C1CN(Cc2ccccc2)C[C@H]2[C@H](c3ccc(Br)cc3)[C@H](CO)N12 | -3.0 | x | 22 | 11
